Lamin A splicing – changes lamin A minigene splicing in HeLa cells; HeLa LMNA splicing GFP/RFP minigene ratio, 48 h; Potency, µM (highest dose often 46.1 µM), without a hit: at the top dose ratio change, negative = inhibition, hits mostly inhibitors; 200,000 tested, 0.01% active; active = well fitted inhibition curve with a large enough effect in the signal ratio, with a control signal flat, not every such curve was filed as active; inconclusive = small, poorly fitted or top-dose-only effect, or effect the other way, or a change in a side signal; the % refers to the signal ratio; also: potency is read from the fitted curve at half-maximal effect; % is scaled to controls: 0 for no effect and ±100 for the full control effect
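S3 HeLa cells stably expressing lamin A-EGFP splicing minigene plus DsRed2, 600 cells/well, 48 h compound exposure at 37C. Laser-scanning cytometry; analysed as GFP (500-530 nm)/RFP (575-640 nm) total intensity ratio; 0.5% DMSO vehicle.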
IMPase Li inh – membrane-permeable IMPase blocker, potentiated with lithium. CHO-M1 cells, IP1 TR-FRET (IP-One), carbachol + lithium. Potency, µM (highest dose often 59.4 µM), for inactives: at the top dose activity, negative = IMPase inhibition, actives largely listed as inhibitors. 210,000 tested, 0.35% active. AID 1457;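 also: IP1 builds up when IMPase is blocked and the TR-FRET signal falls; potency is read from the fitted curve at half-maximal effect; plate controls were basal vehicle for no effect and high inhibitor control for full effect; nearly all actives have a fitted effect of over 50% in size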
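Lithium-sensitised IP1 accumulation assay; M1-expressing CHO cells treated 30 min at 37C with compound. Competitive antibody detection by time-resolved FRET followed a 10 min room-temperature lysis step.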
GLA spleen mod – inhibits or activates alpha-galactosidase in human spleen homogenate; P06280; human spleen homogenate, 4MU-alpha-Gal fluorescence, 40 min; Potency, µM (highest dose often 80 µM), for the others: at the top dose activity change, negative = inhibition, hits mostly inhibitors; 240,000 tested, 0.008% active; AID 2107;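 also: potency is read from the fitted curve at half-maximal effect; 0% = enzyme with vehicle and -100% = no enzyme basal signal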
Target sequence (P06280 32-429 limits assumed): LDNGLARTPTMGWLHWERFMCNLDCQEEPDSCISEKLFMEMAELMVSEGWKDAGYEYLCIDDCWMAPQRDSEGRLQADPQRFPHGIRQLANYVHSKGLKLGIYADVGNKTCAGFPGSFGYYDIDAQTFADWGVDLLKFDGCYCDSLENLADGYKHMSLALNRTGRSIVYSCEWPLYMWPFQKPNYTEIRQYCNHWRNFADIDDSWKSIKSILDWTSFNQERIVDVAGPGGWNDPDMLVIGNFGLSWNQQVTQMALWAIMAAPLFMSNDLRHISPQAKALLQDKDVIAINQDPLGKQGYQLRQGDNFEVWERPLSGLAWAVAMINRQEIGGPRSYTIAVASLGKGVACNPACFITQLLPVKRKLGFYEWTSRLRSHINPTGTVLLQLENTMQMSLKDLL
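Human spleen homogenate (1 ug) was the enzyme source, with 4-methylumbelliferyl-alpha-D-galactopyranoside (1 mM final) in pH 5.0 citrate buffer with 0.01% Tween-20. Compounds were titrated; after 40 min at 37C, NaOH/glycine stop, 4-MU fluorescence read; AC50 from Hill fits.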
Luc counter – counter-screen: inhibitors of Kinase-Glo firefly luciferase | Potency, µM (doses to about 38.3 µM), inactives show at the top dose activity change, negative = inhibition, most hits filed as inhibitors | Kinase-Glo luciferase, ATP luminescence, 8 min | Q27757 | 200,000 tested, 0.28% active; also: potency is read from the fitted curve at half-maximal effect; % is scaled to controls: 0 for no effect and ±100 for the full control effect; nearly all actives have a fitted effect of over 60% in size
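Kinase-Glo luciferase light output from ATP and luciferin was measured with 10 uM ATP, within the enzyme's linear range. Buffer: 50 mM imidazole pH 7.2, 50 mM KCl, 7 mM MgCl2, 0.01% Tween 20, 0.05% BSA; luminescence read after 8 min at ambient temperature.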
CBFb-RUNX1 inh – CBF-beta/RUNX1 interaction disruption | AlphaScreen CBFb-His/RUNX1-biotin binding, biochemical | AID 1477 | 230,000 tested, under 10 active | Potency, µM (top dose mostly 59.8 µM), inactives show at the highest dose activity, negative = inhibition, actives largely listed as inhibitors; also: % of control where 0% means no effect
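Room-temperature protein-protein interaction test with 30 nM each of His-tagged CBF-beta and biotinylated RUNX1, 15 min with compound, then 90 min with nickel plus streptavidin beads. Signal read in AlphaScreen mode.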
Epigenetic reg – derepresses silenced GFP reporter in murine cells. murine LDR cells, GFP reporter derepression, 30 h. Potency, µM (series often up to 53.9 µM), without a hit: at the top dose GFP activation, most hits filed as activators. 280,000 tested, 0.2% active. AID 1865; also: potency is read from the fitted curve at half-maximal effect; % of control where 0% means no effect; nearly all actives have a fitted effect of over 60% in size
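In this reporter-derepression format, murine cells bearing a silenced integrated CMV-GFP locus incubate with test compound (30 h, 37 C), then are washed and imaged; fluorescent objects of 20–120 um count as induced cells.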
NPSR antag – antagonists of human neuropeptide S receptor cAMP signaling. Q6W5P4. CHO-NPSR cells, cAMP TR-FRET, antagonist mode. Potency, µM (highest dose often 38.3 µM), for the others: at the top dose activity change, negative = inhibition, actives largely listed as inhibitors. 220,000 tested, 1% active. AID 1461; also: potency is read from the fitted curve at half-maximal effect; % is scaled to controls: 0 for no effect and ±100 for the full control effect; nearly all actives have a fitted effect of over 50% in size; many of its hits are not listed in these tables
Target sequence (Q6W5P4 whole entry, looked up): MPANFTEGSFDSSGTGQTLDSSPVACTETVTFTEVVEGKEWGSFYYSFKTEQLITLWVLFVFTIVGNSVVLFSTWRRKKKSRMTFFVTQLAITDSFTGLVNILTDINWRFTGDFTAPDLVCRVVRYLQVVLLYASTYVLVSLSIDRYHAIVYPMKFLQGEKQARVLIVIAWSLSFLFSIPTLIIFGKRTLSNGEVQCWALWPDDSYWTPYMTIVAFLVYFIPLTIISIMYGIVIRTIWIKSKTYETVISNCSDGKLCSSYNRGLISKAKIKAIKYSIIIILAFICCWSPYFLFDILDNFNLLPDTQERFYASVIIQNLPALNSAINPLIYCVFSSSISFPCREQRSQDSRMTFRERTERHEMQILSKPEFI
An asterisk follows results filed as active; u = inconclusive; x = no result given; [ ] = dose if it differs, or a comment. Unless noted, calls follow the shape of the dose curve; as a rule, active = well fitted curve in the direction sought with a large enough effect; inconclusive = small, poorly fitted or top-dose-only effect, or another doubt; inactive = no such curve, though single readings can be large; an effect the other way counts as inactive or inconclusive. These rows are one share of the data (hit frequency here may not be typical).

structure	Lamin A splicing	IMPase Li inh	GLA spleen mod	Luc counter	CBFb-RUNX1 inh	Epigenetic reg	NPSR antag
CCC(C)(C)C1CCc2c(sc(NC(=O)c3ccccc3C(=O)O)c2C#N)C1 (stereo not given)	x	x	-6.3%	x	-0.3%	1.3%	u
CC(C)C1Cc2c(C#N)c(N)n(C)c(=S)c2CO1 (stereo not given)	2.6%	-10.2%[38.3 µM]	-3.4%	-3.7%	-0.1%	-1.1%	14.0%[46.1 µM]
CCn1nnc(-c2ccccc2NS(=O)(=O)c2ccc(S(=O)(=O)N(C)C3CCCCC3)cc2)n1	7.2%	3.3%[38.3 µM]	-5.7%	1.2%	8.4%	-6.0%	-27.6%[46.1 µM]
FC(F)(F)c1cc(-c2ccccc2)nc(NCc2cccnc2)n1	10.9%	5.4%[38.3 µM]	6.4%	-4.5%	5.8%	-1.1%	-23.2%[46.1 µM]
COCC(=O)Oc1c(S(=O)(=O)c2ccc(C)cc2)c(C)nn1-c1ccccc1	2.8%	-1.8%[38.3 µM]	18.7%	-4.7%	3.5%	-0.3%	-8.0%[46.1 µM]
COc1cccc(OC)c1C(=O)NC(=S)Nc1ccc(S(=O)(=O)Nc2nccs2)cc1	u	8.1%	10.7%	1.5%	-9.4%	2.1%	44.1%
C[N+]1(CCC(=O)c2ccccc2)CCCCC1	4.7%	-0.7%	-5.7%	-2.8%	-0.5%	1.0%	1.3%
Cc1onc(-c2ccccc2)c1C(=O)NC(=S)NNC(=O)c1cc(-c2ccc(F)cc2)n[nH]1	x	x	3.9%	x	u	1.8%	-10.2%
COc1ccc(NC(=S)NCC(O)c2ccccc2)c(OC)c1 (stereo not given)	5.3%	2.2%	1.9%	-1.2%	6.8%	0.1%	3.2%
CS(=O)(=O)N1CCC(C(=O)N2CCN(c3ccccc3F)CC2)CC1	x	-1.2%	0.1%	-0.6%	0.5%	1.0%	11.6%
C#CCN1C(=O)C(O)(CC(=O)/C=C/C=C/c2ccccc2)c2ccccc21 (stereo not given)	-13.2%[46 µM]	3.6%	-7.8%	-3.9%	7.3%	1.1%	-6.3%
CCN1C(=O)c2cccc3c(S(=O)(=O)N(C(=O)c4cccnc4)c4ccc(OC)cc4)ccc1c23	-14.8%	6.2%	1.2%	-5.9%	-4.2%	0.1%	-7.2%
COc1cccc(CC2(CO)CCCN(Cc3ccc(-c4ccco4)cc3)C2)c1 (stereo not given)	x	11.1%	4.8%	x	-11.6%	-0.2%	19.9%
CC(Oc1ccc(-c2ccccc2)c(F)c1)c1ccn(S(=O)(=O)c2cccc3ccccc23)n1 (stereo not given)	11.9%	19.5%[38.3 µM]	-1.5%	-0.1%	-0.1%	0.9%	-22.9%[46.1 µM]
CCCCC1=CC2=C(c3ccco3)C(=O)C(C)(OC(=O)c3ccc(OC)cc3)C(=O)C2=CN1Cc1ccco1 (stereo not given)	-0.8%[9.22 µM]	-16.9%	-6.7%[17.5 µM]	-1.0%[7.66 µM]	-14.8%[13.1 µM]	6.5%	-41.1%
N#Cc1ccc(C2=NC(C(F)(F)F)(C(F)(F)F)c3c(n(Cc4ccco4)c(=O)[nH]c3=O)N2)cc1	-1.5%	8.0%[38.3 µM]	0.3%	6.9%	-13.2%	-1.1%	-20.2%[46.1 µM]
COc1ccc(C2=NOC(C(=O)NCc3cccs3)C2)cc1 (stereo not given)	u	21.2%[38.3 µM]	-2.6%	5.2%	0.8%	13.2%	-7.1%[46.1 µM]
C=CCNC(=S)NNC(=O)C(CCCC)CC(C)O (stereo not given)	-2.3%	6.6%[38.3 µM]	-5.8%	-5.4%	3.8%	8.5%	-4.5%[46.1 µM]
O=C(NC1C/C(=N/O)c2cc3c(cc21)OCO3)C(F)(F)F (stereo not given)	x	-4.5%	-4.2%	-3.3%	-3.1%	5.2%	7.6%
CCOc1cc(C(=O)CCC(=O)OCC(=O)N2c3ccccc3NC(=O)C2(C)C)ccc1O	15.0%	41.6%[activator][38.3 µM]	-11.1%	1.7%	3.3%	0.8%	2.4%[46.1 µM]
COc1ccc(/C=C\c2onc(C)c2S(=O)(=O)N2CCC(C(=O)NCc3ccco3)CC2)cc1	x	x	-1.2%	x	-4.7%	2.4%	u
CCOC(=O)Cn1nc(C(F)F)c(Br)c1C	x	-3.5%	12.4%	0.8%	-0.3%	0.6%	14.3%
CC(=O)Nc1nonc1-c1nc2ccccc2n1Cc1nnc(C)o1	6.9%	6.6%[38.3 µM]	10.0%	3.5%	6.1%	0.0%	-8.2%[46.1 µM]
O=C(CNc1cccc2ccccc12)N/N=C/c1ccc(OC(=O)/C=C/c2ccco2)cc1	-4.7%	12.3%	6.4%	0.3%	-12.7%	0.0%	-8.5%
COc1ccc(NC(=O)c2cccc(N3C(=O)NC4CC3(C)Oc3ccccc34)c2)cc1 (stereo not given)	-5.0%	16.0%[38.3 µM]	-0.2%	0.0%	-1.1%	-3.2%	-14.5%[46.1 µM]
O=C1c2cc([N+](=O)[O-])cc3cc([N+](=O)[O-])cc(c23)C(=O)N1c1ccccn1	u	23.9%	1.6%	-5.7%	-6.7%	1.0%	-31.2%
N#C/C(=C/c1cn[nH]c1-c1ccc(Br)cc1)C(=O)O	x	-1.3%	8.1%	-2.5%	0.7%	0.3%	20.6%

Record cards, from the list above. Order of values: Lamin A splicing, IMPase Li inh, GLA spleen mod, Luc counter, CBFb-RUNX1 inh, Epigenetic reg, NPSR antag
N#Cc1ccc(C2=NC(C(F)(F)F)(C(F)(F)F)c3c(n(Cc4ccco4)c(=O)[nH]c3=O)N2)cc1 is entered as -1.5%, 8.0%[38.3 µM], 0.3%, 6.9%, -13.2%, -1.1%, -20.2%[46.1 µM]
CCCCC1=CC2=C(c3ccco3)C(=O)C(C)(OC(=O)c3ccc(OC)cc3)C(=O)C2=CN1Cc1ccco1 (stereo not given) is entered as -0.8%[9.22 µM], -16.9%, -6.7%[17.5 µM], -1.0%[7.66 µM], -14.8%[13.1 µM], 6.5%, -41.1%
COc1ccc(C2=NOC(C(=O)NCc3cccs3)C2)cc1 (stereo not given) is entered as u, 21.2%[38.3 µM], -2.6%, 5.2%, 0.8%, 13.2%, -7.1%[46.1 µM]
CCOC(=O)Cn1nc(C(F)F)c(Br)c1C is entered as x, -3.5%, 12.4%, 0.8%, -0.3%, 0.6%, 14.3%

Bioassay records: PubChem, National Center for Advancing Translational Sciences (NCATS)
